# GSK3B inh = inhibitors of human GSK3beta kinase; GST-GSK3beta kinase, ADP-Glo luminescence, 60 min; hits give low values; activity score (negative = inhibition), % at 10 µM; actives 0.038% (n = 300,000); AID 2097;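 active = more than half of replicate wells score below -50%, meaning over 50% inhibition versus plate controls; inconclusive = some replicates but at most half score below -50%; inactive = no replicate scores below -50%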;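 note: 0% = median DMSO wells and -100% = median GW8510 positive control wells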
# Target sequence (P49841 whole entry, looked up): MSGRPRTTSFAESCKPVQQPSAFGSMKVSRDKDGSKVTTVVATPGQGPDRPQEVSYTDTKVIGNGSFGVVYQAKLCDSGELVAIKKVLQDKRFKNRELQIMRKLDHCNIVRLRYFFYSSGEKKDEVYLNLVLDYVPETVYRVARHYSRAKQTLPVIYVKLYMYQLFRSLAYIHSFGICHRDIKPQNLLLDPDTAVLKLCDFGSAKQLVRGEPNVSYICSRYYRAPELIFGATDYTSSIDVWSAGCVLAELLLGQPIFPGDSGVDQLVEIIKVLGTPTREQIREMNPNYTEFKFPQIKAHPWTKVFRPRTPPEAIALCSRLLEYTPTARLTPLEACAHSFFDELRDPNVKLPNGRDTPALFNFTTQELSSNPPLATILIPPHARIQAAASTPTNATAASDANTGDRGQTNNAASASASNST
#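 Test system – GST-tagged human GSK3beta kinase, cell-free · Incubation – 60 min enzyme reaction, room temperature · Signal – ADP-Glo luminescence · Also added – peptide substrate and ATP at 25 µM · Controls – DMSO neutral wells and GW8510 at 20 µM as positive · Buffer or medium – Tris/MgCl2 kinase buffer · Measure – Luminescence-derived activity versus plate DMSO and GW8510 wells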
# HSF1 activator = increases HSF-1 driven luciferase reporter signal. NIH3T3-HGL HSF-1 luciferase reporter, MG132, 8 h; 100% = twice DMSO control signal. activation, % at 9 µM. AID 504408. actives 1.7% (n = 300,000);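 active = mean replicate activation of at least 50% with a set share of replicates each reaching 50%; inconclusive = only one of those two conditions met; inactive = mean below 50% and too few replicates reaching it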;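 note: 0% = median of the neutral control wells and 100% = twice that signal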
# HSF1 inhib = HSF1 inhibition | NIH3T3-HGL HSE-luciferase, MG132-induced, luminescence 8 h; hits give low values | activity change, negative = inhibition, % at 7.5 µM (by protocol) | actives 0.77% (n = 300,000) | AID 2098;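 active = more than half of replicate wells show activity change below -50%, luminescence cut by over half; inconclusive = some wells, but at most half, below -50%; inactive = no replicate well below -50%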;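 note: luciferase reports HSF-1 transcriptional activity via heat shock element; 0% = median of DMSO wells and -100% = zero luminescence signal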
# HSP90 refold inh = HSP90 refolding inhibition in rabbit reticulocyte lysate. actives 0.91% (n = 290,000). inhibition, % at 5.6 µM. luciferase refolding luminescence, 3 h;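 active = inhibition above the screen-wide mean plus 3 SD, computed separately per campaign, cut at about 16% in these data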;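 note: 0% = DMSO wells and 100% = 60 µM geldanamycin wells; inhibitors lower the luminescence because luciferase stays unfolded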
# AI-2 QS mod = Vibrio harveyi AI-2 quorum sensing modulation; Vibrio harveyi JMH597 AI-2 luminescence/OD600 ratio, 9 h; hits give low values; strain lacks LuxN and CqsS sensors; 0 = neutral-control median; activity change, % at 7.5 µM; actives 0.4% (n = 300,000); in the data active = activity change below about -75%, passing the limit was not always enough; inconclusive = no clear call, values can overlap the other calls;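 note: luminescence divided by OD600 gain over 9 h not by final OD600 alone; inactives centre near 13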
# PolyA inhibitor = inhibitors of polyadenylation in S. cerevisiae; AID 1875; actives 0.02% (n = 300,000); calls only at 12 µM; S. cerevisiae SKY197-pL101 polyadenylation reporter, beta-gal luminescence; efflux-impaired pdr1/pdr3 knockout yeast; score 100 = 6 SD above DMSO;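 active = lowest replicate activity score at least 50, where 100 means six control SD above control mean; inconclusive = lowest score under 50 but half or more replicates reach 50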;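 note: yeast exposed to compound for 9 h at 30 °C; higher score means more reporter readthrough which indicates perturbed polyadenylation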
# GSK3 alpha inh = blocks human GSK-3 alpha kinase; P49840; ADP-Glo luminescence, 60 min; inhibition, % at 10 µM; actives 0.1% (n = 320,000); AID 2650;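 in the data active = inhibition above about 50%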;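 note: GST-tagged GSK-3 alpha with peptide substrate and 25 µM ATP; 0% = DMSO neutral wells and 100% = GW8510 positive control wells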
# HDAC3 inhib = blocks human histone deacetylase 3; O15379; recombinant HDAC3, fluorogenic peptide/trypsin coupled, fluorescence; inhibition, % at 8.3 µM; actives 0.15% (n = 320,000); AID 2718; in the data active = inhibition above about 26%, passing the limit was not always enough; inconclusive = no clear call, values can overlap the other calls
# Target sequence (O15379 whole entry, looked up): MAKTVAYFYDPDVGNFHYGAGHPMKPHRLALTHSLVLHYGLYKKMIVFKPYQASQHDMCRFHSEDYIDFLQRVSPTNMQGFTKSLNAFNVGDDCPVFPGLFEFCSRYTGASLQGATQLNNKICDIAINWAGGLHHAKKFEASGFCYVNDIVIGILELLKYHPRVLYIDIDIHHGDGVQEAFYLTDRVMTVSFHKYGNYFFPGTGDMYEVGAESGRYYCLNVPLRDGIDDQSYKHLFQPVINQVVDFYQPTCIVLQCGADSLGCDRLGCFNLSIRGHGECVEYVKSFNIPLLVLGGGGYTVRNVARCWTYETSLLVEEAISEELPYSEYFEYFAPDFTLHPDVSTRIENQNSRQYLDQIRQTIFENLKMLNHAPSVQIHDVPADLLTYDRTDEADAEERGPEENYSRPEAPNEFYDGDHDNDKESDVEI
# Platelet DG rel = platelet dense granule release activity | human platelet-rich plasma, SFLLRN dense granule ATP release, luminescence | inhibition, %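 (compounds screened at 7.5 µM in platelet-rich plasma)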 | actives 0.22% (n = 300,000);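 active = mean replicate score, as percent of positive control, at or above 50; inconclusive = mean below 50 but at least one replicate at or above 50; inactive = mean and every replicate below 50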
# DYRK1A inh = Dyrk1A (rat) kinase inhibition | Q63470 | actives 0.43% (n = 310,000) | AID 504441 | ADP-Glo luminescence, NFATc1 peptide | inhibition, % at 12.5 µM; in the data active = inhibition above about 50%;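 note: plate controls were vehicle with enzyme for no effect and no enzyme for full effect; many of its hits are not listed in these tables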
# * marks the source's active call; other numbers are inactive results; i = inactive; ? = inconclusive; / = not tested or not shown.
GSK3B inh	HSF1 activator	HSF1 inhib	HSP90 refold inh	AI-2 QS mod	PolyA inhibitor	GSK3 alpha inh	HDAC3 inhib	Platelet DG rel	DYRK1A inh	compound
-1	8	6	-4	22	i	-2	0	-3	7	COC(=O)c1ccc(OC(=O)c2cnccn2)cc1
4	-3	-6	8	18	i	-1	-3	4	-3	CS(=O)(=O)N(CC(=O)N1CCN(Cc2ccccc2)CC1)Cc1ccccc1
2	7	-4	-1	-4	i	0	-2	2	-1	CC(C)OC(=O)CC(=O)CSc1nc2c(cc1C#N)CCC2
-2	39	10	1	14	i	-4	1	1	27	CCOC(=O)NN=C1c2ccccc2-c2ccccc21
-3	11	-3	1	5	i	-2	-8	2	-1	O=C(Nc1ccc(NS(=O)(=O)c2ccccc2)cc1)c1cccnc1
-2	-4	3	1	10	i	-2	-6	0	-3	O=C(CN1CCN(c2ccccn2)CC1)N1CC(O)CO1 (stereo not given)
-4	-6	1	1	24	i	6	10	1	10	COC(=O)N/N=C/c1ccc(OC(=O)c2ccco2)c(OC)c1
-1	-11	-11	3	5	i	-2	5	-2	2	COc1ccc(/C=C/C(=O)c2cc(F)ccc2OC(=O)c2ccccc2)cc1OC
0	1	12	3	2	i	-1	-5	-6	-4	CCC/C=N/NC(=O)c1ccc(F)cc1
0	9	0	4	4	i	0	2	0	-1	Cc1ccc(S(=O)(=O)N(c2cccc(C)c2)C2CCS(=O)(=O)C2)cc1 (stereo not given)
-3	17	14	1	16	i	8	3	-29	-7	Cc1ccc(S(=O)(=O)Nc2cc(C(C(=O)OC(C)C)C(=O)C(F)(F)F)c(O)c3ccccc23)c(C)c1 (stereo not given)
3	-5	4	/	38	i	3	7	-7	3	Cc1ccc(NC(=O)CNc2cccc(S(=O)(=O)N3CCCCC3)c2)cc1F
1	-23	-3	0	15	i	-3	-8	17	-6	COC(=O)/C(=C\Nc1ccc(Cl)cc1Cl)NC(=O)c1ccc(OC)cc1
1	-1	4	0	6	i	0	6	5	/	CCOC(=O)CNC(=S)N(Cc1ccccc1F)C1CCCCC1
6	3	-2	2	14	i	-1	0	-5	37	Cc1ccc(S(=O)(=O)N2CCCN(S(=O)(=O)c3ccc4ccccc4c3)CC2)cc1
3	12	8	-4	7	i	2	1	-2	2	O=c1c2oc3ccccc3c2ncn1Cc1ccccc1F
-1	26	4	1	27	i	-2	0	-3	20	CS(=O)(=O)Nc1cccc(C2=NN(C(=O)c3ccc(F)cc3)C(c3cccs3)C2)c1 (stereo not given)
-4	14	8	-4	24	i	9	-3	-3	32	S=C(Nc1ccccn1)NC1CCCC1
0	-45	-27	-5	29	i	-1	5	-5	-4	CC(=O)Nc1ccc(S(=O)(=O)NC2(C(F)(F)F)NC(=O)N(C3CCCC3)C2=O)cc1 (stereo not given)
1	21	4	-6	4	i	9	1	-7	/	COc1ccccc1OCCNC(=O)C(c1ccccc1)c1ccccc1
1	39	20	18*	44	i	-2	3	-18	6	CN(C(=O)CSc1nc(-c2ccccc2)cn1N)C(c1ccccc1)c1ccccc1
-2	7	-2	-1	19	i	-2	-1	14	-8	COc1cc(C(O)P(=O)(OCCC(C)C)c2ccc(N(C)C)cc2)cc(OC)c1OC (stereo not given)
-1	6	4	-2	34	i	0	7	8	9	Cc1ccc(C)c(NC(=O)CSc2nnc(-c3n[nH]c4ccccc34)o2)c1
5	25	18	-4	21	i	-1	-1	23	/	O=C(CCCn1c(=O)c2cccn2c2cccnc21)NCCc1ccc(Cl)cc1
2	18	2	3	4	i	3	-12	-4	-4	CC(=O)/C(=C\Nc1ccc(OCc2ccccc2)cc1)c1ccccc1
0	9	0	2	34	i	-1	4	-24	-2	Cn1c(SCc2cccnc2)nnc1-c1c[nH]c2ccccc12
2	-13	-2	0	17	i	1	-11	2	2	CCn1cnc2sc(C(=O)Nc3ccccc3OC)c(C)c2c1=O
-1	11	-7	0	-1	i	-1	5	1	0	CCCC(=O)NC1=C(C#N)C2(CCCCC2)Cc2ccccc21
1	14	0	1	34	i	0	-3	-2	3	COc1ccccc1Nc1nc(N)nc(CN2CCCCCC2)n1
0	-17	3	-1	11	i	-2	-1	4	-3	COC(=O)c1c(-c2ccccc2Cl)noc1-c1cnc(N)nc1C(F)(F)F
4	?	19	4	12	i	0	-2	3	-4	O=C(OCC(=O)N1CCN(S(=O)(=O)c2ccc(Cl)cc2)CC1)c1ccc([N+](=O)[O-])o1
-1	13	0	6	24	i	0	-2	11	-1	COc1cc2c(cc1OC)C1(Nc3c-2c(Cc2ccccc2)nn3-c2ccccc2)C(=O)Nc2ccccc21 (stereo not given)
1	-16	0	1	26	i	-2	7	2	-2	O=[N+]([O-])c1ccc(Sc2ncc3ccccn23)nc1
-1	7	-2	2	1	i	-1	-7	-7	1	Cc1ccc(C(=O)NC2CCN(C(=O)Nc3ccccc3)CC2)cc1
-1	-4	1	-4	11	i	-1	-16	1	-3	Cc1cccn2c(=O)c3cc(C(=O)NC4CCCCC4)c(=N)n(Cc4ccc(F)cc4)c3nc12
2	-6	-4	0	5	i	-5	5	4	-5	Fc1cccc(Cc2noc(CN3CCCN(C4Cc5ccccc5C4)CC3)n2)c1
0	-10	-8	-1	5	i	/	/	-18	16	COc1ccc([N+](=O)[O-])cc1NC(=O)Nc1ccccc1
-4	1	2	/	30	i	8	-8	5	0	Cn1c(=O)c2nc(-c3ccccc3)c(-c3ccccc3)nc2n(C)c1=O
0	9	1	0	9	i	-2	-3	-5	/	CC1CCC2(CC1)NC(=O)N(CC(=O)N1CCc3ccccc3C1)C2=O (stereo not given)
/	/	/	-1	/	/	4	-2	/	25	COc1ccc(-c2nnc(N)s2)cc1
1	1	-1	0	10	i	-2	-8	26	-1	Cc1c(Cl)cccc1NC(=O)CSc1nccn1C
-2	56*	17	-3	2	i	0	-5	-23	1	Cc1ccc(C(=O)/C=C\Nc2ccc(C)c(C)c2)cc1
/	/	/	3	/	/	-1	-9	/	13	COc1ccc(OC)c(C(=O)CSc2nc3ccccc3n2CC(=O)NC(C)(C)C)c1
-1	25	7	0	24	i	-2	7	10	1	O=C1C(NS(=O)(=O)c2cccs2)=C(N2CCN(Cc3ccccc3)CC2)C(=O)c2ccccc21
-1	1	2	-3	46	i	25	0	-7	/	C/C(=N\NC(=O)c1ccc(O)cc1)c1cc2ccccc2o1

# The final two records of the section before are carried over, then new ones follow:
GSK3B inh	HSF1 activator	HSF1 inhib	HSP90 refold inh	AI-2 QS mod	PolyA inhibitor	GSK3 alpha inh	HDAC3 inhib	Platelet DG rel	DYRK1A inh	compound
-1	25	7	0	24	i	-2	7	10	1	O=C1C(NS(=O)(=O)c2cccs2)=C(N2CCN(Cc3ccccc3)CC2)C(=O)c2ccccc21
-1	1	2	-3	46	i	25	0	-7	/	C/C(=N\NC(=O)c1ccc(O)cc1)c1cc2ccccc2o1
3	9	-5	-2	16	i	-2	-2	-5	2	Cc1ccc(CN2C(=O)CCC2C(=O)NCc2ccc(F)cc2)cc1 (stereo not given)
0	4	-2	0	26	i	2	7	2	0	COc1ccc(OC)c(NC(=O)C(=O)NNC(=O)c2cccs2)c1
2	2	-2	-5	39	/	-2	3	-2	5	Cc1ccc(C(=O)O)cc1NC(=S)NC(=O)c1ccc([N+](=O)[O-])c(C)c1
1	-9	-2	-2	24	i	-1	5	0	1	CCS(=O)(=O)N1CCN(C2CCC(C)CC2)CC1 (stereo not given)
3	0	1	-2	10	i	0	1	4	-5	O=C(NC1CCCC1)C(c1ccc(F)cc1)N(Cc1ccccc1Cl)C(=O)CCl (stereo not given)
0	-7	3	/	27	i	0	?	-2	12	O=C(OCc1ccc([N+](=O)[O-])cc1)c1cc2ccccc2oc1=O
2	-7	-1	0	15	i	0	2	0	1	COc1cc(NS(=O)(=O)c2ccc3[nH]c(=O)[nH]c3c2)cc(OC)c1
0	9	4	-1	21	i	4	1	-1	13	N#CCCN(C(=O)CSc1ccc2c(c1)OCCO2)c1ccccc1
0	22	1	-6	-16	i	-3	1	-2	0	Cc1ccc(CC(=O)Nc2cc(C)on2)cc1
3	5	-3	3	-4	i	-4	8	-11	-4	Cc1onc(C(=O)N2C(C)CCCC2C)c1[N+](=O)[O-] (stereo not given)
-6	-2	-2	2	-2	i	1	-8	-3	6	CCCCc1c(O)nc(SCCN(C)C)n(-c2ccccc2)c1=O
-6	11	17	1	12	i	-2	-1	6	1	Fc1ccc(N2CCN(C(=S)NCc3ccco3)CC2)cc1
5	33	11	3	6	i	-1	-6	-7	32	c1ccc(CCc2nc3ccccc3[nH]2)cc1
0	/	/	-2	-7	i	-1	-8	3	2	Cc1nn(C)cc1CN(C)Cc1c(C(=O)N(C)Cc2ccccc2)nc2ccccn12
-2	12	5	-1	18	i	-2	1	4	-1	CCOC(=O)C1(Cc2ccc(Cl)cc2)CCN(C(=O)C2=NNC(=O)CC2)CC1
4	2	9	1	22	i	-1	2	0	-4	Cc1ccccc1NC(=O)Cc1nc(COC(=O)CCOc2ccccc2)cs1
1	5	2	4	9	i	3	1	3	11	CCN(CC)S(=O)(=O)c1cccc2c(N(C)C)cccc12
-2	-6	-1	-2	26	i	-1	-3	-2	-7	CN(CCCNC(=O)c1ccccc1F)CCCNC(=O)c1ccccc1F
2	0	-4	1	20	i	-6	7	5	4	Cc1ccc2[nH]c(=O)c(CN(CCCN(C)C)C(=O)Nc3ccc(F)cc3)cc2c1
/	-5	-12	-5	/	i	-2	-6	15	-1	CC1(C)CC(NS(=O)(=O)c2ccc(F)cc2)CC(C)(C)N1
-1	12	-3	3	9	i	-2	-4	0	2	CCOc1ccc(NC(=O)NCCCn2c(C)nc3cc(C)c(C)cc32)cc1
-3	30	3	3	33	i	-2	7	11	5	COC(=O)c1ccc(CSc2nnc(NC(C)C)s2)cc1
6	-65	-62*	/	4	i	-1	5	-4	-2	CC(=O)C[C@H]1c2cc(F)ccc2S(=O)(=O)N1c1ccc(N(C)C)cc1
1	4	-8	2	2	i	-1	2	-2	3	Cc1cccc(N2C(=O)C(Cl)=C(Nc3c(C)n(C)n(-c4ccccc4)c3=O)C2=O)c1C
2	31	8	-1	8	i	-1	-5	-1	3	COc1ccc(C2(CNC(C)=O)CCOCC2)cc1OC
3	15	27	1	6	i	/	/	-11	-1	Cc1nnnn1/C(=C\c1ccccc1)C(=O)OCC(=O)NC(C)(C)C
1	24	12	0	-3	i	6	-1	7	-3	Cc1ccc(-c2cc(C(=O)Nc3sc4c(c3C(=O)NCc3ccco3)CCC4)[nH]n2)c(O)c1
-2	35	-4	1	16	i	-3	-3	-5	-1	COc1ccc(Br)cc1CN(C)CC(=O)Nc1cccc(S(N)(=O)=O)c1
-1	0	5	-1	40	i	-2	/	14	2	C=CCn1c(CSCc2ccc(Cl)cc2Cl)nnc1SCC(=O)Nc1ccc(C(=O)O)cc1

# An excerpt; rates above refer to the full screens.
